Compound activity (PubChem BioAssay)
Calb biofilm kill = clotrimazole potentiators killing Candida biofilms, primary screen, with clotrimazole, Alamar Blue; C. albicans biofilm + clotrimazole; inhibition, % at 6 µM; actives 0.14% (n = 85,000); AID 834, 2007;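 active = inhibition above 20%; inactive = inhibition below 20%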;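 also: preformed 24 hr biofilms exposed to compound for 48 hr; 0% = biofilm without compound and 100% = blank killed by clotrimazole plus chlorhexidine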
ERa SRC1 pot = enhancers of ERα–SRC-1 coactivator binding, primary screen, biochemical, TR-FRET, ERα LBD, low estradiol; TR-FRET ERalpha-LBD/SRC-Cy5 coactivator binding, 2 h; 100 = basal binding, no effect; coactivator binding (% of control), % at 25.6 µM; AID 639, 2007; Estrogen receptor (Homo sapiens), P03372; actives 1.3% (n = 86,000); in the data active = activity above about 200%;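 also: binding measured in presence of low estradiol as agonist stimulus; 0% = peptide alone without receptor and 100% = receptor with peptide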
sEH act = soluble epoxide hydrolase activators, primary screen, biochemical, human sEH | Bifunctional epoxide hydrolase 2 (Homo sapiens), P34913 | purified human sEH enzymatic activity, activator screen | activation, % at 2 µM | actives 0.04% (n = 91,000) | AID 717, 2007; in the data active = activation above about 37%; also: values of inactives mirror those of a sister screen read the other way
H69AR growth 86K = proliferation blockers of H69AR lung cancer cells, primary screen, cell-based, human, 86K library; H69AR lung tumor viability, ATP luminescence, 72 h; stronger effect = lower value; viability, % at 10 µM; actives 6% (n = 85,000);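 active = viability at or below 40%; inactive = viability above 40%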;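 also: multidrug resistant small cell line overexpressing MRP-1 efflux transporter; 100% = mean luminescence of untreated control wells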
ERb coact inh = inhibitors of ERβ-SRC1 coactivator interaction, primary screen, biochemical, TR-FRET, ERβ LBD, SRC-1 peptide; Estrogen receptor beta (Homo sapiens), Q92731; TR-FRET ER-beta LBD / SRC1-Cy5 peptide binding; receptor agonist-loaded with 1 µM estradiol; inhibition, % at 25.6 µM; actives 1.3% (n = 86,000);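 active = compounds whose percent inhibition of the receptor-coactivator binding signal exceeds about 50% in the single-dose screen, limit read from the data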;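 also: 0% = receptor plus peptide wells without compound and 100% = peptide-only wells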
Target sequence (Q92731 whole entry, looked up, the tested form may be a part): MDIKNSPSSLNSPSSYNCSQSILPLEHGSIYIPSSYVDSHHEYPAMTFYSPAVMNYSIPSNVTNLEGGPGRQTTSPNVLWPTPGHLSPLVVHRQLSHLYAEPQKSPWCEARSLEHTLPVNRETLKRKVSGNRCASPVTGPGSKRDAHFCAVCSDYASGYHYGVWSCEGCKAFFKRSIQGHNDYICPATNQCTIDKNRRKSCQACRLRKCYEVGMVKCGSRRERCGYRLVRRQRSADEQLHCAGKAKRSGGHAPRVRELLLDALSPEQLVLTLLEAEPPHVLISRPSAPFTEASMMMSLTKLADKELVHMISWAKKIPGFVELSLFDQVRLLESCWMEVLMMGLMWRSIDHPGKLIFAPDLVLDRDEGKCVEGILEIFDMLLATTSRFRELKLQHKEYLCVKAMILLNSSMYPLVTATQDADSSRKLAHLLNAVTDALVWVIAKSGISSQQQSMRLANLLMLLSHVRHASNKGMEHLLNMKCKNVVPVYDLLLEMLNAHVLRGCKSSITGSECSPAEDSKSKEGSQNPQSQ
HUVEC inhibit = inhibitors of HUVEC proliferation, primary screen, cell-based, 384-well; AID 648, 2007; CellTiter-Glo luminescence, 72 h; stronger effect = lower value; actives 1.1% (n = 86,000); viability, % at 10 µM (by protocol);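 active = viability at or below 30%; inactive = viability above 30%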;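 also: 100% = median luminescence of DMSO-only cell control wells on each plate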
Smad3 inh = Smad3/FoxH1 peptide binding inhibitors, primary screen, biochemical, TR-FRET; Mothers against decapentaplegic homolog 3 (Homo sapiens), P84022; TR-FRET Smad3/Dy647-FoxH1 peptide binding, europium anti-His; inhibition, % at 25 µM; actives 0.29% (n = 88,000); AID 630, 2007;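 active = compounds that reduce the energy-transfer binding signal between the protein and its labelled peptide by more than half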;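 also: 0% = Smad3 plus labelled peptide maximal FRET and 100% = peptide-only background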
Target sequence (P84022 whole entry, looked up): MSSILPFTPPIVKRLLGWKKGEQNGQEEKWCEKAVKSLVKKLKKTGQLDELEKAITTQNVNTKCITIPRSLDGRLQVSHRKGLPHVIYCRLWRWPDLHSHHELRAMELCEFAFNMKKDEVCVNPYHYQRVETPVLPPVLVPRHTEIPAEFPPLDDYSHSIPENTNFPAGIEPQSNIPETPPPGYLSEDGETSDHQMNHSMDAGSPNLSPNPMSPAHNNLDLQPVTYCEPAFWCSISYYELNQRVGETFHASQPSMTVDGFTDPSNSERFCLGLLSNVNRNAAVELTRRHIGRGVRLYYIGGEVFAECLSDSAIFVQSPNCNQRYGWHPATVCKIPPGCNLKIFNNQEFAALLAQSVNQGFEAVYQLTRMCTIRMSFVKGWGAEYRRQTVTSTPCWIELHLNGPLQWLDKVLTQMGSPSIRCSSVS
Fibroblast inh = antiproliferative effect on LL 47 fibroblasts – human, LL 47 cells, CellTiter-Glo luminescence, primary screen. LL 47 human lung fibroblast viability, ATP luminescence; stronger effect = lower value. viability, % at 10 µM. actives 1.1% (n = 85,000). AID 719, 2007;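 active = viability at or below 50% in the single dose screen; inactive = viability above 50%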;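 also: compound exposure lasted 72 h before the ATP readout; 100% = median luminescence of untreated cell-only wells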
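material = human LL 47 lung fibroblast cells | dosing = compounds added from tenfold dosing solution, 0.1% DMSO final | timing = overnight cell rest, 72 h compound treatment at 37 °C | measured by = CellTiter-Glo luminescence measuring cellular ATP | evaluation = % viability versus median cells-only luminescence | control set = cell-only wells, no compound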
ERa SRC1 inh = ERα–SRC-1 coactivator interaction inhibitors, primary screen, biochemical, TR-FRET, ERα LBD, estradiol-bound. Estrogen receptor (Homo sapiens), P03372. TR-FRET ER-alpha LBD / SRC-1 peptide. inhibition, % at 25.6 µM. actives 1.7% (n = 86,000). AID 629, 2007; in the data active = inhibition above about 50%;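 also: 0% = receptor plus peptide control and 100% = peptide only without receptor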
Active calls of the source: *; · = not tested or not shown; [ ] = another dose, or the depositor's remark. Only part of the results is shown; the hit share may differ from the screen's.

molecule | Calb biofilm kill | ERa SRC1 pot | sEH act | H69AR growth 86K | ERb coact inh | HUVEC inhibit | Smad3 inh | Fibroblast inh | ERa SRC1 inh
O=C(NC1CCCCCC1)c1nnc(Cc2ccc(Cl)cc2)o1 | 8 | 111 | · | 90 | -3 | 112 | -3 | 93 | -3
CCc1c(C)nc(SCCOc2ccc(OC(C)C)cc2)[nH]c1=O | 4 | 97 | -4 | 93 | -4 | 84 | -2 | 99 | -9
CC1(C)Cc2c(C#N)c(N3CCN(C(=O)c4ccco4)CC3)nc(Cc3ccccc3)c2CO1 | 4 | 83 | 4 | 55 | 18[fluorescence artefact?] | 21* | -4 | 79 | 25[fluorescence artefact?]
COc1cc2c3c(c1)-c1c(sn(-c4cc(OC)ccc4OC)c1=S)C(C)(C)N3C(=O)C2=O | 6 | 109 | -11 | 3.9* | 1 | 51 | 10 | 101 | -4[fluorescence artefact?]
Cc1cccn2c(=O)c3cc(C#N)c(=NC(=O)c4ccncc4)n(CCCOC(C)C)c3nc12 | 8 | 82 | 19 | 52 | 7 | 80 | 3 | 90 | 6
C=C(C)Cn1c(N2CCCC2)nc2c1c(=O)[nH]c(=O)n2C | 0 | 91 | 8 | 97 | 3 | 80 | 2 | 100 | -3
CC(=O)Nc1cc(C(=O)N2CCCC2)ccc1S(=O)(=O)c1ccc(C)cc1 | 0 | 94 | 5 | 87 | 9 | 97 | 3 | 102 | 17
O=C(O)c1ccc(NC(=O)C2CC=CCC2C(=O)O)cc1 (stereo not drawn) | 7 | 98 | 6 | 92 | 14 | 94 | 1 | 97 | -6
O=C(NCc1ccccn1)C1CC(c2ccc(Cl)c(Cl)c2)=NO1 (stereo not drawn) | 1 | 90 | -1 | 85 | 11 | 64 | -4 | 95 | -2
COC1=C(OC)c2ccccc2C(C(=O)O)N/C1=C(/C)Nc1ccncc1 (stereo not drawn) | 9 | 105 | · | 78 | -8 | 95 | 3 | 103 | -25
COc1ccc2c(c1)CCc1sc(NC(=O)c3ccc(C)cc3)nc1-2 | 8 | 102 | 7 | 82 | -1 | 85 | -5 | 100 | 0
CC(=O)c1c(C)[nH]c(C(=O)CSc2nnc(C3CCCCC3)n2N)c1C | 4 | 78 | 3 | 62 | 15 | 106 | 16 | 95 | 40
O=C(NS(=O)(=O)c1ccc(NC(=O)C2CCCO2)cc1)c1ccccc1 (stereo not drawn) | 7 | 94 | -10 | 86 | -8 | 94 | 2 | 107 | -5
CCCC(=O)Nc1ccc(S(=O)(=O)N2CCOCC2)cc1 | 7 | 102 | 2 | 95 | 11 | 94 | -1 | 105 | 36
COCCCN1C(=O)C(O)=C(C(=O)c2ccco2)C1c1cccc(Br)c1 (stereo not drawn) | 7 | 103 | 4 | 97 | 1 | 96 | 0 | 99 | -6

molecule | Calb biofilm kill | ERa SRC1 pot | sEH act | H69AR growth 86K | ERb coact inh | HUVEC inhibit | Smad3 inh | Fibroblast inh | ERa SRC1 inh
CC(=O)c1cccc(NC(=O)N2CCCC2C(=O)Nc2cccc(C)c2C)c1 (stereo not drawn) | -1 | 124 | 3 | 88 | -13 | 95 | 1 | 104 | -7
CCc1nn(CC(=O)NCCCN2CCCC2=O)c(=O)c2cc3sccc3n12 | -1 | 116 | · | 99 | -3 | 104 | 6 | 93 | -3
CCOC(=O)Cc1ccc(NC(=O)c2ccc(C(C)(C)C)cc2)cc1 | 2 | 100 | 3 | 67 | 12 | 84 | 26[fluorescence artefact?] | 93 | -6
O=C(Cc1cccs1)N(Cc1cccs1)C1(C(=O)NC2CCCC2)CCCCC1 | 10 | 106 | 4 | 97 | -6 | 93 | -2 | 86 | -6
COC(=O)Nc1ncc(CN2C(=O)c3ccccc3C2=O)s1 | 10 | 150 | -2 | 102 | -17[fluorescence artefact?] | 90 | 15 | 99 | -8
COc1ccc(N(C(=O)c2ccc(Cl)cc2)C2=CC3CCC(C2)N3C)cc1 (stereo not drawn) | 3 | 100 | -8 | 99 | -1[fluorescence artefact?] | 88 | 4 | 96 | 2[fluorescence artefact?]
CC1CCCCC1NC(=O)c1ccc(S(=O)(=O)NCc2ccco2)cc1 (stereo not drawn) | · | 117 | -3 | 92 | -11 | 111 | 11[fluorescence artefact?] | 92 | 2
CCCc1nnc(NC(=O)CCC(=O)NCc2ccccc2OC)s1 | 3 | 105 | 4 | 80 | -15 | 108 | -3 | 104 | 0
Cc1cccc(OCC(=O)N(Cc2cccs2)C2CCS(=O)(=O)C2)c1 (stereo not drawn) | -3 | 111[fluorescence artefact?] | 4 | 89 | -5 | 93 | 2 | 103 | -6
COc1ccc(C(=O)CSc2nnc(-c3ccoc3C)n2CC2CCCO2)cc1 (stereo not drawn) | 3 | 78 | -4 | 92 | 13 | 95 | 13 | 102 | 41[fluorescence artefact?]
O=S(=O)(c1ccccc1)N1CCC(N2CCN(c3ccccc3)CC2)CC1 | 7 | 109[fluorescence artefact?] | · | 88 | 6[fluorescence artefact?] | 91 | -2 | 100 | -3[fluorescence artefact?]
Nc1nnnn1CC(=O)OCc1cccc(Br)c1 | 4 | 118 | · | 106 | -1 | 112 | 2 | · | -4[fluorescence artefact?]
Cc1ccc2nc(NCCO)nc(-c3ccccc3)c2c1 | -2 | 94 | 1 | 25* | 0 | 69 | -7 | 76 | 10
O=C(OCN1C(=O)c2ccccc2C1=O)c1ccc2c(=O)n3c(nc2c1)CCC3 | -1 | 118 | -10 | 82 | -5[fluorescence artefact?] | 98 | -14 | 103 | -4
COc1ccc(-c2nnn(CC(=O)NCc3ccccc3)n2)cc1OC | 7 | 103[fluorescence artefact?] | 5 | 95 | -8 | 99 | 5 | 92 | -5

Some of these compounds in order of the Smad3 inh value, high to low.
SMILES,ERa SRC1 pot,sEH act,ERb coact inh,Smad3 inh,ERa SRC1 inh
COc1cc2c3c(c1)-c1c(sn(-c4cc(OC)ccc4OC)c1=S)C(C)(C)N3C(=O)C2=O,109,-11,1,10,-4[fluorescence artefact?]
COC1=C(OC)c2ccccc2C(C(=O)O)N/C1=C(/C)Nc1ccncc1 (stereo not drawn),105,·,-8,3,-25
CCc1c(C)nc(SCCOc2ccc(OC(C)C)cc2)[nH]c1=O,97,-4,-4,-2,-9

(continued)
molecule | Calb biofilm kill | ERa SRC1 pot | sEH act | H69AR growth 86K | ERb coact inh | HUVEC inhibit | Smad3 inh | Fibroblast inh | ERa SRC1 inh
CCn1c(C(=O)N2CCc3ccccc3C2)cc2oc3ccccc3c21 | 3 | 86 | 13 | 95 | -5 | 122 | -16 | 98 | 3
O=C1CC(c2ccco2)CC(O)=C1C=Nc1ccc(Br)cc1 (stereo not drawn) | -2 | 84 | -21 | 90 | 9 | 65 | 16 | 98 | 6
CC(=O)CSc1nc2ccccc2s1 | 2 | 86 | 2 | 97 | 0 | 98 | 9 | 94 | -7
CCCn1c(NC(=O)c2ccc(Br)cc2)nc2ccccc21 | -5 | 169[fluorescence artefact?] | 15 | 32* | 10[fluorescence artefact?] | 74 | 3 | 66 | 8
CS(=O)(=O)NC1c2cccc3cccc(c23)C1N1CCOCC1 (stereo not drawn) | 10 | 125 | 2 | 94 | -11 | 94 | -3 | 96 | 1
Cc1cc2c(c(=O)o1)C(C13C=CC(CC1)C3)C(C#N)=C(N)O2 (stereo not drawn) | 5 | 101[fluorescence artefact?] | 0 | 91 | -5 | 98 | -2 | 97 | -8
CCOC(=O)Cc1cc(=O)[nH]c(/N=C(\N)Nc2ccc(C)cc2C)n1 | -2 | 112 | -11 | 92 | 0[fluorescence artefact?] | 92 | -2 | 93 | 0
CCCc1cc2c(c(NC(C)=O)n1)c(=O)oc1ccccc12 | 5 | 136 | -1 | 73 | 10 | 94 | -2 | 95 | 16
O=C1c2ccccc2C(=O)N1Cc1nn2c(-c3ccc(Cl)cc3)nnc2s1 | 4 | 383*[fluorescence artefact?] | · | 90 | 26[fluorescence artefact?] | 70 | 20[fluorescence artefact?] | 94 | 46[fluorescence artefact?]
CCCCN(C)/C=N/c1c(C#N)cnn1-c1ccc(C)cc1 | 5 | 99 | 20 | 79 | 2[fluorescence artefact?] | 92 | 8 | 96 | 3
CC1(C)CC2(CCO1)N1CC3(C)CN2CC(C)(C1)C3O (stereo not drawn) | 3 | 113 | -2 | 98 | -3 | 103 | -9 | 96 | -1
O=C(Nc1ccccc1)NC1CCS(=O)(=O)C1 (stereo not drawn) | 10 | 125 | 3 | 97 | -6 | 90 | -4 | 102 | -1
CCn1c(CNC(=O)C23CC4CC(CC(C4)C2)C3)nnc1SCC(=O)Nc1nnc(C)s1 | -12 | 95 | · | 86 | 1 | 90 | 8 | 101 | 3[fluorescence artefact?]
O=C(Nc1cc(C(F)(F)F)ccc1N1CCCC1)c1cccnc1 | 5 | 86 | · | 95 | 6 | 98 | 3 | 98 | 11[fluorescence artefact?]
CC(C)CCNC(=O)C(c1ccco1)N(C(=O)Cn1nnc2ccccc21)c1ccc2c(c1)OCO2 (stereo not drawn) | 8 | 91 | 16 | 88 | -5 | 95 | 3 | 100 | -5

molecule | Calb biofilm kill | ERa SRC1 pot | sEH act | H69AR growth 86K | ERb coact inh | HUVEC inhibit | Smad3 inh | Fibroblast inh | ERa SRC1 inh
Cc1nc(C)n(CC(O)COc2ccc3ccccc3c2)n1 (stereo not drawn) | -1 | 120 | 6 | 95 | -8 | 102 | 7 | 101 | -3
CCn1cnc2c1c(=O)n(CC(=O)Nc1ccc3c(c1)OC(F)(F)O3)c(=O)n2Cc1ccccc1 | -2 | 115[fluorescence artefact?] | 0 | 32* | 1[fluorescence artefact?] | 86 | 2 | 84 | 3
CCOc1ccc(-c2nnn(CC(=O)Nc3cccc(OC)c3)n2)cc1OCC | 13 | 106 | 3 | 104 | 5[fluorescence artefact?] | 74 | 7 | 90 | 4[fluorescence artefact?]
O=C(COC(=O)C1(c2ccccc2F)CCCC1)NC1CCS(=O)(=O)C1 (stereo not drawn) | -4 | 104 | -13 | 85 | -6 | 101 | 6 | 103 | -3
CCCOC(=O)c1ccc(Oc2cn[nH]c2-c2ccc(OC)cc2O)cc1 | 9 | 82 | 0 | 42 | 11 | 8.5* | -4 | 80 | 2
CCCCCSc1nnc2c(n1)OC(C)N(C(C)=O)c1ccccc1-2 (stereo not drawn) | -3 | 130[fluorescence artefact?] | · | 92 | 14[fluorescence artefact?] | 94 | -10 | 101 | 6[fluorescence artefact?]
CCC(=O)N1CCc2cc(S(=O)(=O)N3CCN(C(=O)c4ccco4)CC3)ccc21 | 7 | 97 | -8 | 100 | -3 | 103 | 10 | 90 | -3
CC(Oc1ccc(Cl)cc1Cl)C(=O)NCCCN1CCOCC1 (stereo not drawn) | -1 | 106 | · | 95 | -6 | 105 | 6 | 91 | -6
O=C(C(c1ccccc1)c1ccccc1)N1CCC(c2nc(-c3ccccc3Cl)no2)CC1 | 5 | 98 | 7 | 78 | -23 | 70 | 4 | 106 | -20
CC(=O)N1CCc2cc(C(=O)CN3CCCCC3)ccc21 | 5 | 107 | · | 105 | 16 | 91 | 10 | 89 | 12
COc1ccc2cc(-c3nc4ccccc4n3C)c(=O)oc2c1 | 6 | 136[fluorescence artefact?] | 14 | 92 | 33 | 101 | 8[fluorescence artefact?] | 101 | 45[fluorescence artefact?]
